EWS-Fli block: EWS/Fli transcriptional activity inhibition; A673 NR0B1-luciferase reporter, viability-normalised; inhibition, % at 12.6 µM; AID 651661; 0.67% of 350,000 active;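 active = mean inhibition of at least 50% after viability correction, with every replicate also passing that limit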;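 note: firefly luciferase signal divided by Alamar Blue viability fluorescence both relative to DMSO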
LGR2 antag: blocks bursicon-induced cAMP signaling via Drosophila LGR2. HEK293 LGR2, CRE-luciferase, bursicon-stimulated, 4 h. inhibition, % at 9.99 µM. 0.35% of 380,000 active;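 active = drop in luminescence signal, shown as inhibition above about 50% in the replicate tests, limit read from the data, passing the limit was not always enough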;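 note: agonist challenge used bursicon conditioned medium at about half maximal strength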
Casp6 inh: blocks human caspase-6 cleavage activity | P55212 | purified caspase-6, Z-VEID-R110 cleavage fluorescence | inhibition, % at 12.5 µM | 0.53% of 350,000 active | AID 686996;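 active = mean inhibition across replicates at least about 35%, with every replicate also reaching that limit, limit read from the data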;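 note: 0% = median of neutral control wells and 100% = no fluorescence left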
Target sequence (P55212 24-179 limits assumed): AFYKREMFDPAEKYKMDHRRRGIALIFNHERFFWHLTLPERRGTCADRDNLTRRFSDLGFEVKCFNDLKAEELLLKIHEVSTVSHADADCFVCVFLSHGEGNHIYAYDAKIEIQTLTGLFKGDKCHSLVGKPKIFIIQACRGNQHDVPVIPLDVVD
Target sequence (P55212 194-293 limits assumed): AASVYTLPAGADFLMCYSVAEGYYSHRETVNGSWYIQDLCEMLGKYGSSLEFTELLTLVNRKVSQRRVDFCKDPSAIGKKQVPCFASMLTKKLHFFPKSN
PAX8 reporter: PAX8 transcriptional activity inhibition; RMG-I TPO-luciferase reporter, SteadyGlo, 24 h; inhibition, % at 12.6 µM; 1.2% of 360,000 active; AID 652154;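 active = mean replicate inhibition at least 60% with every replicate also reaching 60%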;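 note: luciferase light reporting Pax8 driven TPO promoter activity; plate controls were median of neutral control wells for no effect and mitoxantrone controls for full effect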
FN deposition inh: fibronectin deposition inhibition. inhibition, % at 12.6 µM. 0.086% of 350,000 active. AID 743247. AH1F fibroblasts, Alexa488-fibronectin deposition fluorescence, overnight;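 active = mean inhibition across replicates of 30% or more, regardless of how many single replicates reach that level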;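 note: positive control wells lacked labelled fibronectin entirely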
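Schedule: 1 h cell adhesion before compound, then overnight fibronectin incubation; test system: AH1F fibroblast monolayer depositing Alexa488-labelled fibronectin into matrix; quantity: 10000 AH1F cells per well; probe or stimulus: fluorescent fibronectin at 24 nM final; signal: fluorescence, ex 485 nm, em 525 nm; evaluation: percent inhibition as loss of matrix-bound fibronectin fluorescence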
PGC1a acetyl inh: PGC1a acetylation modulation, inhibitor mode; U2OS PGC1a acetylation, AlphaScreen anti-acetyl-lysine; with virally co-expressed GCN5 acetyltransferase; inhibition, % at 15.6 µM; 0.17% of 350,000 active; AID 651687;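 active = every replicate shows inhibition of at least 40%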;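 note: 0% = neutral control wells and 100% = positive control wells; some results beyond the cut were filed as inactive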
Cneo AK release: causes C. neoformans cell lysis; lysis activity, % at 15 µM; adenylate kinase release luminescence, 4 h; normalised: neutral wells 0, clomiphene wells 100; 0.2% of 360,000 active;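 active = mean lysis activity across replicates of at least 80%, whatever share of replicates individually reach that level; inactive = mean lysis activity below 80%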
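Material – log-phase Cryptococcus neoformans yeast cells · Input – 5 × 10^6 yeast cells/mL · Medium – fresh YPD growth medium · Doses – single compound concentration per well · Timing – static 4 h at 37 °C with compound, 1 h detection · Detection – adenylate kinase release luminescence · Read-out – signal increase indicating cell lysis · Control set – Clomiphene as positive lysis control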
miR-122 sensor: blocks miR-122 activity in Huh7 sensor cells | Huh7 miR-122 Renilla luciferase sensor, 48 h; neutral wells = 0, positive control = 100 | activation (reporter increase), % at 12.5 µM | 0.3% of 340,000 active;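 active = mean replicate activation score at least 90 and every replicate individually at or above 90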;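 note: higher luciferase means less miR-122 activity so hits act as miR-122 inhibitors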
An asterisk follows results filed as active; · = no result given; & = joins results of further samples; [ ] = another dose, or the depositor's remark.

SMILES	EWS-Fli block	LGR2 antag	Casp6 inh	PAX8 reporter	FN deposition inh	PGC1a acetyl inh	Cneo AK release	miR-122 sensor
CCNc1nnc(CSc2nc3ccccc3s2)s1	·	·	·	-9	·	0	0	3
Cc1ccc(NC(=O)Cn2nc(C)c(S(=O)(=O)N(C)C)c2C)cc1	4	-2	-3	-23	-1	6	·	-4
CCCn1c(=O)c(C(=O)NNS(=O)(=O)c2ccc(NC(=O)OC)cc2)c(O)c2ccccc21	-4	-16	0	-5	1	2	0	3
O=C(O)c1cnc(-c2ccccc2)nc1C(F)(F)F	2	-3	-2	7	0	-3	·	-2
COCC(=O)N(C)C[C@H]1Oc2ncc(C#Cc3ccc(OC)cc3)cc2C(=O)N([C@@H](C)CO)C[C@H]1C	-11	-5	2	·	·	9	0	-9[16.7 µM]
Clc1ccc(-c2noc(CN(Cc3ccccn3)CC3CCCO3)n2)cc1 (configuration not stated)	7	-80	1	12	0	-20	·	-4
CCC(=O)N1[C@@H]2c3cccc(=O)n3C[C@H]1[C@H](CO)[C@H]2C(=O)NCc1ccccc1	-2	-4	1	-29	·	·	93*	0[16.7 µM]
CNC(=O)/C(C#N)=C/c1c(N2CCN(c3cccc(Cl)c3)CC2)nc2c(C)cccn2c1=O	10	14	-8	23	0	14	4	5
COCc1c(C(=O)N/N=C/c2ccco2)nnn1-c1nonc1N	11	-4	2	13	9	-4	3	-5
CC1CCC2(CC1)NC(=O)N(NC(=O)C1CCN(C(=O)c3ccc(Cl)cc3)CC1)C2=O (configuration not stated)	-6	-6	2	21	-13	-10	-1	-5
O=S(=O)(Nc1ccc(Cc2ccncc2)cc1)c1ccc(Cl)cc1	3	31	-1	7	0	-8	·	9
COc1ccccc1CNC(=O)C[C@@H]1CC[C@@H](NC(C)=O)[C@@H](CO)O1	3	-12	-1	-5	10	-5	2	·
Cc1ccccc1/C=c1\s/c(=C\C(=O)C(C)(C)C)[nH]c1=O	·	-9	·	·	·	9	1	8
O=C(/C=C/c1ccco1)N(c1ccccn1)c1ccccn1	-5	8	54*	-20	-1	9	·	·
Cc1ccc(C2CC(c3cccc(Br)c3)n3nc(N)nc3N2)cc1 (configuration not stated)	-2	2	-2	-2	8	·	11	·
O=C(CN(CCO)Cc1ccccc1)N1CCN(S(=O)(=O)c2ccccc2)CC1	-1	3	21	8	·	-2	0	-3
COc1cc(OC)cc(-c2oc(=O)c3cc(OC)c(OC)cc3c2/C=C/c2ccc(F)cc2)c1	-9	5	4	16	-1	·	0	-3
O=C(NC1CCN(Cc2cccc([N+](=O)[O-])c2)CC1)c1ccccc1	14	-2	-7	6	-3	-1	0	-2
CC(=O)C(C(C)=O)C1(O)C(=O)c2ccccc2C1=O	0	12	8	31	-9	8	-1	-3
Cn1nccc1C(=O)Nc1ccc(S(=O)(=O)N2CCCC2)cc1	3	5	-2	·	4	10	-2	-4
CCOC(=O)C1=C(CC)Nc2ccccc2N/C1=N\S(=O)(=O)c1ccc2ccccc2c1	-11	5	4	12	4	-4	·	·
O=C1/C(=C/c2cccc(Cl)c2)CSc2sccc21	4	1	-3	15	-8	·	·	·
C[C@@H]1CCCCO[C@@H](CN(C)C(=O)Nc2ccc3c(c2)OCO3)[C@H](C)CN([C@H](C)CO)C(=O)c2cc(NS(=O)(=O)c3cccs3)ccc2O1	2	7	0	-25	-9	-5	0	1[16.7 µM]
COC(=O)c1ccc(CNC(=O)c2coc3ccccc3c2=O)cc1	-5	22	0	11	-2	·	·	·
C/C(=N\NC(=O)c1csc(C)c1C)c1ccco1	·	·	·	-159	3	-3	2	-11

Another view of part of the listing above.
Every second line gives: EWS-Fli block, LGR2 antag, Casp6 inh, PAX8 reporter, FN deposition inh, PGC1a acetyl inh, Cneo AK release, miR-122 sensor
- C[C@@H]1CCCCO[C@@H](CN(C)C(=O)Nc2ccc3c(c2)OCO3)[C@H](C)CN([C@H](C)CO)C(=O)c2cc(NS(=O)(=O)c3cccs3)ccc2O1
    2, 7, 0, -25, -9, -5, 0, 1[16.7 µM]
- COc1cc(OC)cc(-c2oc(=O)c3cc(OC)c(OC)cc3c2/C=C/c2ccc(F)cc2)c1
    -9, 5, 4, 16, -1, ·, 0, -3
- Clc1ccc(-c2noc(CN(Cc3ccccn3)CC3CCCO3)n2)cc1 (configuration not stated)
    7, -80, 1, 12, 0, -20, ·, -4

Continued.
SMILES	EWS-Fli block	LGR2 antag	Casp6 inh	PAX8 reporter	FN deposition inh	PGC1a acetyl inh	Cneo AK release	miR-122 sensor
CC(C)c1cccc(C(C)C)c1NC(=O)CN1C(=O)NC2(CCCCCCC2)C1=O	-5	1	-1	-12	1	-2	-1	-8
O=C(COc1ccc(Cl)cc1)NCc1ccccc1	3	-8	2	-12	-2	2	-3	-2
C[C@@H]1CN([C@H](C)CO)C(=O)c2cc(-c3ccccc3F)cnc2O[C@H]1CN(C)C(=O)c1ccccn1	-15	1	0	·	-6	1	-2	-3[16.7 µM]
O=C1NCC(COc2ccc(Cl)cc2)O1 (configuration not stated)	-7	10	·	3	2	-8	·	-4
O=C(C1CCC1)N1CCN(S(=O)(=O)c2cc(F)ccc2F)CC1	-2	-17	1	-12	0	0	1	0
O=C(COC(=O)c1ncc(Cl)c(Cl)c1Cl)Nc1cccnc1Cl	11	13	3	-1	-3	1	2	0
Cc1csc(NC(=O)CSc2nc(=O)n(CCCN(C)C)c3c2CCC3)n1	-5	-25	-14	-9	12	·	·	·
CCOC(=O)c1c(-c2ccc(OC)cc2)csc1NC(=O)CSc1ncnc2sccc12	17	39	-1	19	6	11	·	-9
O=C(O)C1CC(O)CN1S(=O)(=O)c1ccc2ccccc2c1 (configuration not stated)	-1	20	-1	-1	4	·	-1	·
N#Cc1ccc(-c2ccc(C3[C@@H]4CN(C(=O)c5ccccn5)C[C@H]3N4)cc2)cc1 (some centres not stated)	-5&5	-7&34	0&-7	5	-7&5	2&1	·	·
CC1CCN(C(=O)CN2C(=O)C(C)(C)Oc3ccc(C(=O)NC(C)C)cc32)CC1	13	-31	-1	4	5	5	5	5
O=C(Nc1ccc2[nH]ccc2c1)c1ccccc1	-7	-16	0	-58	-1	·	0	-2
O=C(C1CCCC1)N1CC2(C1)[C@H](c1ccccc1)[C@@H](CO)N2CC1CC1	4	-2	0	-10	-12	-12	·	·
C[C@H](CO)N1C[C@H](C)[C@H](CN(C)C(=O)C2CC2)Oc2ncc(C#Cc3ccccc3F)cc2C1=O	-7	-10	2	·	·	10	-10	2[16.7 µM]
COc1ccc(CNC(=O)C/C(C)=N/NC(=O)COc2ccc(Br)cc2)cc1	0	-11	-4	12	2	6	-1	41
Cn1c(N)c(C#N)c2c(c1=S)CSC(C)(C)C2	·	·	·	·	-1	3	-1	-1
Cc1cc(C)c2nc(NC(=O)c3ccc(OCC4CCCO4)cc3)sc2c1 (configuration not stated)	-19	-26	-1	-16	5	·	·	·
CCn1nnc2cc(C(=O)Nc3cccc(S(=O)(=O)N(C)C)c3)ccc21	-11	-2	3	-48	6	·	1	·
CCCNS(=O)(=O)c1cc2c(cc1Br)CCN2C(=O)CC	-2	7	-3	1	0	-2	0	52
CN1CCN(C(=O)C[C@H]2CC[C@H]3[C@@H](COC[C@@H](O)CN3Cc3ccc(Oc4ccccc4)cc3)O2)CC1	37	24	-3	15	10	-1	1	-9[16.7 µM]
Cc1[nH]nc(N=CC2=C(O)CC(c3ccco3)CC2=O)c1-c1ccc(Cl)cc1 (configuration not stated)	-12	-3	-2	·	·	10	-3	-3
CC(C)(C)C1CCc2onc(C(=O)O)c2C1 (configuration not stated)	-29	2	1	6	11	-2	·	4
O=C(O)CC(SCc1ccc(C(=O)O)o1)C(=O)O (configuration not stated)	·	·	·	-12	5	1	4	-7
CN1C(=O)c2cc(NS(=O)(=O)c3ccccc3Cl)ccc2OC[C@@H]2O[C@H](CC(=O)O)CC[C@H]21	4	-10	3	-1	-16	2	-4	-3[16.7 µM]
CCOc1ccc(CCN2C(=O)C(=O)N([C@@H](CC(C)C)CN3CCC[C@H]3CN3C(=O)C(=O)NC[C@@H]3Cc3ccccc3)C[C@@H]2CC(C)C)cc1	25	33	0	9	-5	·	·	·
CC(C)(C)NC(=O)C(c1ccncc1)N(C(=O)Cn1nnc(-c2ccc(F)cc2)n1)c1ccccc1 (configuration not stated)	3	5	-2	47	-4	6	·	2
COC(=O)c1ccc2nc(C3CCCCC3)c(Cc3cccc(F)c3)n2c1	15	4	2	2	4	4	2	-1
C[C@@H]1CCCCO[C@H](CN(C)Cc2ccc(C(=O)O)cc2)[C@@H](C)CN([C@@H](C)CO)C(=O)c2cc(NC(=O)CCC(F)(F)F)ccc2O1	-5	32	2	·	·	-8	-1	7[16.7 µM]
COc1ccc(NC(=O)N(C)C[C@@H]2OCCCC[C@H](C)Oc3ccc(NS(=O)(=O)c4ccc(F)cc4)cc3C(=O)N([C@@H](C)CO)C[C@@H]2C)cc1	-9	0	3	-15	·	6	-16	-4[16.7 µM]
O=C(NCC(c1cccs1)N1CCOCC1)C1CCN(S(=O)(=O)c2c(Cl)cccc2Cl)CC1 (configuration not stated)	2	-8	0	12	12	·	·	·
O=C(N/N=C/c1ccncc1)c1cc2ccccc2o1	10	-24	0	-23	-7	·	·	·
Cc1ccc(CNC(=O)CNC(=O)c2ccc(C(C)(C)C)cc2)n1C	-11	-7	4	-15	-4	5	0	-8
CCOC(=O)Cn1nc(-c2ccc(C)cc2)ccc1=O	·	-12	·	·	-11	-12	3	2
CN(C)C(CNC(=O)CN1C(=O)NC2(CCCC2)C1=O)c1ccccc1 (configuration not stated)	-6	-11	-3	-5	1	·	-1	·
O=C(CC(C(=O)N1CCc2ccccc21)n1ccnc1)NCc1cccnc1 (configuration not stated)	·	-4	·	·	4	0	0	1
COc1cc(/C=N/NC(=O)CC#N)ccc1Oc1nc(Cl)ncc1F	-2	6	0	21	-11	·	-2	·
O=C(NCc1ccccc1)c1ccc(CS(=O)Cc2cccc(Cl)c2)o1 (configuration not stated)	-6	-18	-1	4	1	-20	-3	-1
COc1ccc(S(=O)(=O)N(C)C[C@@H]2Oc3ccc(NS(=O)(=O)c4ccc(F)cc4)cc3CC(=O)N([C@H](C)CO)C[C@H]2C)cc1	0	25	4	·	·	9	·	-4[16.7 µM]
CCN1C(=O)C2(C(C#N)=C(N)Oc3n[nH]c(C(C)C)c32)c2ccccc21 (configuration not stated)	·	·	·	·	-7	-1	1	0
Cc1cccc(NC(=O)N2CCC(NC(=O)c3ccccc3C)CC2)c1	·	·	·	12	-9	3	0	0
Cc1ccc(S(=O)(=O)N2CCCC(C(=O)NCc3ccccn3)C2)cc1 (configuration not stated)	·	·	·	·	-11	-19	1	-7
Cc1ccc(NC(=S)N(CCN(C)C)Cc2cccs2)c(C)c1	-1	-12	3	-6	-11	·	·	·
O=C(OCC(=O)N1CCN(S(=O)(=O)c2ccc(Cl)cc2)CC1)c1ccc([N+](=O)[O-])o1	-1	-45	30	17	-9	-11	·	0
O=C(NCc1ccc(Cl)cc1)C(=O)NCC1OCCCN1S(=O)(=O)c1cccs1 (configuration not stated)	0	-3	-2	19	·	8	-2	2
COc1ccc(NC(=O)N(C)C[C@H]2Oc3ccc(NC(=O)Nc4ccc(C(F)(F)F)cc4)cc3C(=O)N([C@H](C)CO)C[C@H]2C)cc1	11	3	·	23	·	-19	4	-7[16.7 µM]

Assay outcomes: PubChem, Broad Institute
